High-throughput results deposited in PubChem by The Scripps Research Institute Molecular Screening Center.
MITF inh = MITF inhibitors, primary screen, biochemical, AlphaScreen, human; AlphaScreen MITF homodimerization, bead proximity signal; inhibition, % at 2.6 µM; hit rate 0.91% among 650,000; in the data active means inhibition above about 50%;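 further: 0% = vehicle wells with protein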
TEAD-YAP block = TEAD-YAP interaction inhibition, primary screen, TEAD-YAP interaction inhibitor project, luminescence, HEK-TIYL cells; TEAD-Gal4/YAP UAS-luciferase luminescence; inhibition, % at 9.12 µM; hit rate 1.4% among 640,000; in the data active means inhibition above about 32%;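 further: 0% = median of test compound wells and 100% = reference inhibitor wells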
FBW7 activator = FBW7 E3 ligase activators, primary screen, biochemical, AlphaScreen, human; F-box/WD repeat-containing protein 7 (Homo sapiens), Q969H0; AlphaScreen FBW7–phospho-cyclin E peptide binding, activator screen; normalized activity (activation), % at 26.1 µM; hit rate 0.13% among 650,000; AID 1259310, 2017; in the data active means normalized activity above about 1.9%;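 further: purified mutant Fbw7 with reduced substrate affinity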
Target sequence (Q969H0 whole entry, looked up): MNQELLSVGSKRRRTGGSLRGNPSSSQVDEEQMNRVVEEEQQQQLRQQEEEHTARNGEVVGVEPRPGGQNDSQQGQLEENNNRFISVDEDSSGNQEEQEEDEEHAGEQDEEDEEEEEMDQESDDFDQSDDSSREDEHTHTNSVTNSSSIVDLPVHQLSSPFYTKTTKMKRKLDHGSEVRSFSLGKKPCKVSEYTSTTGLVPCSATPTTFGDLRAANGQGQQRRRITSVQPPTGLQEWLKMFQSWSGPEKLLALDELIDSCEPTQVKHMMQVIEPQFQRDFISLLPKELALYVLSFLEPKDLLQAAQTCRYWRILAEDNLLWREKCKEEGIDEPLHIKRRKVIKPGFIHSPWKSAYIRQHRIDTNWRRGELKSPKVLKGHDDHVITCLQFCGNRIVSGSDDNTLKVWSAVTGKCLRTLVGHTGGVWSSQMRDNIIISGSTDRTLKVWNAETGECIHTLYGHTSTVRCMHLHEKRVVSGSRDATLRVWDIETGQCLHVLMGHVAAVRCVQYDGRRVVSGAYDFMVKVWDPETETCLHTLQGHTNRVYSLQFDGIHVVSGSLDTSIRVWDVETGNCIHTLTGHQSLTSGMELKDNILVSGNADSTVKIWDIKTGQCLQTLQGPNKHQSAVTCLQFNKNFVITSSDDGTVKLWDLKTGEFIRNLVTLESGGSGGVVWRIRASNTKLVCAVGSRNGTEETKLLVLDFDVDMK
GPR151 ag = activators of human GPR151, primary screen, cell-based, PathHunter beta-arrestin, luminescence; G-protein coupled receptor 151 (Homo sapiens), Q8TDV0; hit rate 1% among 650,000; activation, % at 11.2 µM; PathHunter beta-arrestin GPR151 cells; in the data active means activation above about 4.9%;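 further: 0% = median of compound wells and 100% = cells with positive control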
* = called active by the depositor.

1. C=CCN1C(=O)/C(=C\c2cc(C)n(-c3ccc([N+](=O)[O-])cc3)c2C)C(=O)NC1=S
2. COc1cc(OC)cc(C(=O)Nc2c3c(nn2C(C)(C)C)CSC3)c1
3. CCc1ccc(NS(=O)(=O)c2ccc(C)cc2)cc1
4. CCCCCN(C(=O)NC(=O)NS(=O)(=O)c1ccc(Cl)cc1)S(=O)(=O)c1ccc(C)cc1
5. O=C(COc1ccc(Cl)cc1)NNC(=O)c1cnccn1
6. CSCCC(C(=O)Nc1ccc(C)cc1C)N1C(=O)C2C3c4ccccc4C(c4ccccc43)C2C1=O (stereo not drawn)
assay / entry	1	2	3	4	5	6
MITF inh	-2.1	12.5	3.7	6.0	-2.1	2.9
TEAD-YAP block	-0.5	4.3	5.9	2.9	5.4	2.7
FBW7 activator	0.0	0.9	0.1	0.0	-0.4	0.1
GPR151 ag	0.0	1.4	2.1	1.1	-0.6	0.3

7. COc1ccccc1C(=O)NC1(C(F)(F)F)C(=O)N(C2CCCCC2)C(C)=C1C(C)=O (stereo not drawn)
8. Cc1cccc(N=c2sc(C3=c4ccccc4=NC3=O)c(O)n2-c2cccc(C)c2)c1
9. CCOC(=O)c1ccc(NC(=O)Nc2cnn(Cc3ccc(Br)cc3)c2)cc1
10. Cc1nc(C)c(CCNS(=O)(=O)c2ccc(C)c(C)c2)s1
11. CCC(=O)N1CCCC(C(=O)Nc2ccc(-c3cccc(F)c3)cc2)C1 (stereo not drawn)
12. CCOc1ccc2[nH]c(=O)c(CN(CC3COCCO3)C(=O)c3ccco3)cc2c1 (stereo not drawn)
assay / entry	7	8	9	10	11	12
MITF inh	19.2	-2.9	6.3	11.1	4.7	17.8
TEAD-YAP block	-1.0	1.6	3.2	2.7	-33.4	13.9
FBW7 activator	0.1	0.1	-0.1	0.1	0.2	0.1
GPR151 ag	-0.6	0.4	0.4	0.6	0.0	1.1

13. Cc1ccc(C2CC(C(F)(F)F)n3nc(C(=O)NCCCN4CCOCC4)cc3N2)cc1 (stereo not drawn)
14. O=C(Nc1cccc2ccccc12)c1nn2c(C(F)(F)F)cc(-c3ccccc3)nc2c1Br
15. O=C(CSCc1cccc(F)c1)NC1CCCCCC1
16. O=C(Oc1ccccc1)N1CCOCC1
17. O=C(NC(=S)Nc1cccnc1)c1cc(Cl)ccc1Cl
18. CC(NC(=O)c1cccc([N+](=O)[O-])c1)c1ccc(Cl)cc1 (stereo not drawn)
assay / entry	13	14	15	16	17	18
MITF inh	2.2	29.0	5.1	0.8	5.5	-2.9
TEAD-YAP block	2.0	-6.2	-88.0	7.4	14.1	6.6
FBW7 activator	-0.3	1.1	0.2	0.0	0.1	0.0
GPR151 ag	0.0	0.1	-0.3	0.3	-0.8	2.5

19. Cn1ccc(C(=O)N2CCC[C@H](C(=O)c3cccs3)C2)n1
20. CCN1CCN(c2ncnc3c2c(-c2ccccc2)cn3-c2ccc(C)c(Cl)c2)CC1
21. CCCCN(CC)C(=O)c1c[nH]c2ccc(S(=O)(=O)N(C)c3ccc(OCC)cc3)cc2c1=O
22. O=C(Nc1nc(-c2ccc(Cl)cc2)cs1)c1ccc2c(c1)OCO2
23. S=C(NCCc1ccccc1)SCc1cn2cccnc2n1
24. O=C1CCC(C(=O)NCCCSc2ccccc2)=NN1
assay / entry	19	20	21	22	23	24
MITF inh	8.9	5.4	10.9	14.2	10.2	9.9
TEAD-YAP block	-6.6	-3.1	17.3	0.4	-3.6	-6.5
FBW7 activator	0.1	-0.1	0.3	-0.1	0.0	0.5
GPR151 ag	0.1	0.7	-0.3	0.2	0.6	0.0

25. C/C(=C\C(=O)c1ccc(Br)cc1)N1CCCCC1
26. CCCCCCNc1nc(Cl)nc(NCCC)n1
27. Cc1ccc(S(=O)(=O)NC(=O)Nc2nc(-c3ccccc3)cs2)cc1
28. O=C(NNC(=O)c1cc(Cl)ccc1O)c1cccs1
29. CSc1ccc(NC(=O)N2CCC(CO)(CCOc3ccccc3)CC2)cc1
30. COc1cc(C2C(C#N)=C(N)Oc3n[nH]c(-c4ccc5c(c4)OCO5)c32)cc(Cl)c1O (stereo not drawn)
assay / entry	25	26	27	28	29	30
MITF inh	17.8	-11.5	5.6	-10.4	4.1	1.2
TEAD-YAP block	0.8	22.6	-25.7	-19.0	-5.3	-3.9
FBW7 activator	0.9	0.2	-0.1	-0.1	-0.1	0.0
GPR151 ag	-1.9	-0.4	-0.4	-0.9	0.6	-1.7

31. CCN(Cc1ccccc1)C(=O)c1ccc(C#N)cc1
32. CC(C)(C)NC(=O)C(c1ccc(F)cc1)N(Cc1cccnc1)C(=O)c1csnn1 (stereo not drawn)
33. Cc1ccc(C)c(Oc2coc3cc(OC(C)C(=O)OC(C)C)ccc3c2=O)c1 (stereo not drawn)
34. CCN(CC)CCCN1CC(O)=C(c2nc3ccccc3[nH]2)C1=N
35. CCC(=O)NC(N1CC(C)OC(C)C1)C(Cl)(Cl)Cl (stereo not drawn)
36. COC(=O)c1ccc(NC(=O)/C(=C\c2cccc([N+](=O)[O-])c2)NC(=O)c2ccccc2Cl)cc1
assay / entry	31	32	33	34	35	36
MITF inh	0.2	21.7	11.2	-5.5	-10.5	4.2
TEAD-YAP block	1.7	-0.1	8.3	2.8	-4.3	-15.1
FBW7 activator	-0.1	0.3	0.0	0.0	-0.4	0.1
GPR151 ag	-1.2	0.1	-0.3	-1.1	0.3	1.2

37. COC(=O)C1=C(C)NC2=C(C(=O)CC(c3ccc(Cl)cc3)C2)C1c1ccccc1OC (stereo not drawn)
38. COC(=O)c1c(C)oc2ccc(N(C(=O)c3ccccc3)S(=O)(=O)c3ccc4ccccc4c3)cc12
39. Cn1/c(=N/N=C/c2cc([N+](=O)[O-])ccc2O)sc2ccccc21
40. O=C(Nc1ccc(-c2nc3cc(Cl)ccc3o2)cc1)c1cc([N+](=O)[O-])ccc1Cl
41. Cc1cc(=O)n(C)c(=O)n1CCCCCCNCc1ccccc1
42. S=c1ncn(-c2ccccc2)n1CN1CCCCC1
assay / entry	37	38	39	40	41	42
MITF inh	1.4	-6.0	20.5	1.0	76.7*	-4.2
TEAD-YAP block	15.0	6.4	-0.1	-19.0	3.6	-0.3
FBW7 activator	0.2	0.0	0.0	-0.1	-0.2	0.1
GPR151 ag	0.1	-0.1	-1.2	0.1	0.0	0.5

Entries of single compounds, quoted from the list. Values in the order: MITF inh | TEAD-YAP block | FBW7 activator | GPR151 ag
COC(=O)C1=C(C)NC2=C(C(=O)CC(c3ccc(Cl)cc3)C2)C1c1ccccc1OC (stereo not drawn) across the screens: 1.4 | 15.0 | 0.2 | 0.1
Cn1/c(=N/N=C/c2cc([N+](=O)[O-])ccc2O)sc2ccccc21 across the screens: 20.5 | -0.1 | 0.0 | -1.2
O=C(Nc1ccc(-c2nc3cc(Cl)ccc3o2)cc1)c1cc([N+](=O)[O-])ccc1Cl across the screens: 1.0 | -19.0 | -0.1 | 0.1
COC(=O)c1c(C)oc2ccc(N(C(=O)c3ccccc3)S(=O)(=O)c3ccc4ccccc4c3)cc12 across the screens: -6.0 | 6.4 | 0.0 | -0.1
S=c1ncn(-c2ccccc2)n1CN1CCCCC1 across the screens: -4.2 | -0.3 | 0.1 | 0.5

A draw from above in order of length of the SMILES, rising:
42. S=c1ncn(-c2ccccc2)n1CN1CCCCC1
41. Cc1cc(=O)n(C)c(=O)n1CCCCCCNCc1ccccc1
40. O=C(Nc1ccc(-c2nc3cc(Cl)ccc3o2)cc1)c1cc([N+](=O)[O-])ccc1Cl
assay / entry	42	41	40
MITF inh	-4.2	76.7*	1.0
TEAD-YAP block	-0.3	3.6	-19.0
FBW7 activator	0.1	-0.2	-0.1
GPR151 ag	0.5	0.0	0.1

Further structures:
43. Cc1ccc(-c2nc(-c3ccc(N(C)C)cc3)cc(=O)o2)cc1
44. C#CC(C)(C)NC(=O)CCCCCN1C(=O)c2ccccc2C1=O
45. O=C(NC(=S)Nc1ccc(I)cn1)c1cccc([N+](=O)[O-])c1
46. COc1ccc(CCN=C(N)CCn2cnc3c2c(=O)n(C)c(=O)n3C)cc1OC
47. O=C(NC(=S)N1CCOCC1)C12CC3CC(CC(C3)C1)C2
48. COC(=O)c1c(NC(=O)C(=O)NCc2ccco2)sc2c1CCCC2
assay / entry	43	44	45	46	47	48
MITF inh	-10.5	15.4	-10.9	2.1	-7.5	9.3
TEAD-YAP block	-3.4	-5.6	-10.3	1.6	-3.0	3.5
FBW7 activator	-0.1	0.4	0.1	-0.1	-0.1	0.0
GPR151 ag	0.1	-2.3	-0.5	0.9	0.7	0.1

Single entries from the results shown:
TEAD-YAP block result of compound 47 : -3.0
TEAD-YAP block result of compound 43 : -3.4
GPR151 ag result of compound 44 : -2.3

Carrying on:
49. O=C(Nc1ccc(S(=O)(=O)N2CCCCC2c2cccnc2)cc1)c1cccc(Br)c1 (stereo not drawn)
50. O=C(CN(CC1CCCO1)C(=O)CCC(=O)Nc1ccccn1)NCc1ccc(F)cc1 (stereo not drawn)
51. CC(=O)c1ccc(Nc2ccc(-c3ccccc3C)nn2)cc1
52. CCN(CC)C(=O)CSc1nnc(-c2ccco2)n1CCCOC
53. FC(F)(F)c1cccc(CNc2ccnc(Nc3cccnc3)n2)c1
54. COc1ccc(Cl)cc1NC(=O)/C=C/c1ccccc1[N+](=O)[O-]
assay / entry	49	50	51	52	53	54
MITF inh	5.6	-4.3	2.3	10.9	8.7	-3.7
TEAD-YAP block	9.6	-0.1	-11.0	2.4	-4.2	-16.2
FBW7 activator	-0.1	-0.2	-0.2	0.2	0.1	0.0
GPR151 ag	0.6	-0.7	-0.5	0.2	-0.1	1.8

Quoted at random: four compounds from above.
51. CC(=O)c1ccc(Nc2ccc(-c3ccccc3C)nn2)cc1
52. CCN(CC)C(=O)CSc1nnc(-c2ccco2)n1CCCOC
49. O=C(Nc1ccc(S(=O)(=O)N2CCCCC2c2cccnc2)cc1)c1cccc(Br)c1 (stereo not drawn)
50. O=C(CN(CC1CCCO1)C(=O)CCC(=O)Nc1ccccn1)NCc1ccc(F)cc1 (stereo not drawn)
assay / entry	51	52	49	50
MITF inh	2.3	10.9	5.6	-4.3
TEAD-YAP block	-11.0	2.4	9.6	-0.1
FBW7 activator	-0.2	0.2	-0.1	-0.2
GPR151 ag	-0.5	0.2	0.6	-0.7

Next section:
55. CCC(=O)NC(c1ccc2c(c1)OCO2)c1cc([N+](=O)[O-])c2cccnc2c1O (stereo not drawn)
56. CC(C)(C)c1ccc(C(=O)O/N=C(\N)c2nonc2N)cc1
57. CCOc1ccc(/C=C2/C(=O)N(c3ccc(Cl)c(C(=O)O)c3)N=C2C)cc1
58. CCOc1ccc2nc(SCC(N)=O)sc2c1
59. O=C(NCCCN1CCN(c2ccccc2F)CC1)c1ccc(Cn2c(=S)[nH]c3cc4c(cc3c2=O)OCO4)cc1
60. C/C(CC(=O)Nc1ccc(Br)cc1)=N\NC(=O)COc1ccccc1C
assay / entry	55	56	57	58	59	60
MITF inh	62.9*	6.1	7.4	-1.4	13.6	-1.6
TEAD-YAP block	-13.7	3.9	1.9	-33.9	-2.0	-3.5
FBW7 activator	-0.8	0.4	-0.5	0.1	0.2	-0.1
GPR151 ag	-0.6	-1.3	1.3	-1.0	-0.3	-0.5

61. CCOc1ccccc1NC(=O)C1CCN(c2nccc(C)n2)CC1
62. COc1ncc(-c2cnn3c(N(C)c4cccc(C)c4)ccnc23)c(OC)n1
63. O=C(C(c1ccccc1)c1ccccc1)N1CCN(S(=O)(=O)c2ccc(F)cc2)CC1
64. CCCc1sc(Nc2ccccc2Cl)nc1-c1ccc(Cl)c(Cl)c1
65. O=C1c2ccccc2S(=O)(=O)N1Cc1nnc(-c2ccccc2Br)o1
66. COc1cc(/C=N/NC(=O)CCN2CCN(C)CC2)c([N+](=O)[O-])cc1OC
assay / entry	61	62	63	64	65	66
MITF inh	8.8	9.2	17.7	4.6	11.7	6.8
TEAD-YAP block	2.9	-31.0	12.2	17.2	4.8	4.3
FBW7 activator	0.0	0.0	0.0	-0.2	0.3	0.1
GPR151 ag	-0.2	-0.6	-1.0	2.2	-0.2	1.0

67. CCn1cc(C(=O)N2C[C@H](C(=O)O)[C@@H](c3ccccc3F)C2)cn1
68. COc1ccc(OC)c(C2C(C#N)=C(N)OC3=C2C(=O)CC(c2ccccc2)C3)c1 (stereo not drawn)
69. N#Cc1ccccc1NC(=O)COC(=O)c1ccc2c(c1)C(=O)N(c1ccc(F)cc1)C2=O
70. Cc1cc(C)c(NC(=O)CC(C)S(=O)(=O)c2ccc3c(c2)SC(C)C(=O)N3)c(C)c1 (stereo not drawn)
71. Cc1cc(Br)ccc1OCC(=O)NNC(=O)c1ccco1
assay / entry	67	68	69	70	71
MITF inh	4.0	5.5	-37.4	0.1	7.2
TEAD-YAP block	4.2	46.9*	-0.6	4.7	-18.4
FBW7 activator	0.0	0.0	0.1	-0.1	0.3
GPR151 ag	1.3	0.2	-0.2	-1.2	0.0

Random draw from the library; any-hit rate near 3.5%.
